Screens from PubChem BioAssay.
Wnt act – activates Wnt/beta-catenin signaling in a reporter cell assay; activator, plate reader; activation, % at 9.35 µM; 1.2% of 300,000 active; AID 743398; in the data active = activation above about 30%, passing the limit was not always enough;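 also: 0% = neutral control wells and 100% = positive control wells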
Arr AP2 block – human beta-arrestin and AP2 interaction inhibition | FITC-arrestin peptide / GST-AP2 beads, flow cytometry; AP2 beta2 appendage carries R879A mutation | inhibition, % at 10 µM | 0.31% of 340,000 active | AID 504490;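 active = inhibition above a set limit, near 3 SD of compounds lacking own fluorescence, cut at about 54% in these data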;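 also: plate controls were DMSO wells for no effect and 5 µM unlabelled arrestin peptide for full effect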
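System: GST-tagged AP2 beta2-adaptin appendage (R879A) on 4 µm glutathione beads / Reagent: FITC-arrestin peptide, 50 nM / Detection: HyperCyt-sampled flow cytometry, FL1 channel, ex 488/em 535 nm / Timing: 12 min plus 1 h, RT / Buffer or medium: PBS plus Tween 20 (0.05%) and BSA (0.1%)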
RTF Ca sens inh – cardiac RTF calcium desensitization. IANBD-labeled cardiac RTF, Ca2+ fluorescence. inhibition, % at 7.15 µM. 0.12% of 340,000 active. AID 493244;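 active = inhibition above the mean inhibition of all tested compounds plus 3 SD, cut at about 17% in these data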;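 also: assay run at fixed EC70 calcium of 1.6 mM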
V-ATPase pH – regulators of yeast V-ATPase proton transport; 0.37% of 350,000 active; S. cerevisiae, pHLuorin cytosolic pH fluorescence; response, % at 10 µM; in the data active = response mostly above about 7.3%, no sharp cut-off; inactive = mostly below about 5.4%; also: actives read high; inactives centre near 0; some compounds called inactive have numbers as strong as hits; reference of the scale not given here
RTF Ca sens act – cardiac RTF calcium sensitization; P19429+P45379; IANBD-labeled TnC RTF fluorescence at EC20 calcium; 0% EC20 calcium, 100% full calcium; activation, % at 7.2 µM; 0.24% of 340,000 active;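 active = activation above the mean over all tested compounds plus 3 SD, cut at about 30% in these data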;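 also: rise in fluorescence read as greater calcium sensitivity of cardiac thin filaments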
Pemphigus Ab inh – inhibitors of pemphigus antibody binding to human desmoglein-3; P32926; AID 588358; DSG3-coupled beads, scFv-anti-DSG3-GFP binding, flow cytometry; stronger effect = lower value; binding (percent of control), % at 10 µM; 0.48% of 310,000 active;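 active = binding more than 3 SD below its plate's average and above zero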;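 also: hits lower antibody fragment binding to DSG3; some compounds called inactive have numbers as strong as hits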
Target sequence (P32926 whole entry, looked up, the tested form may be a part): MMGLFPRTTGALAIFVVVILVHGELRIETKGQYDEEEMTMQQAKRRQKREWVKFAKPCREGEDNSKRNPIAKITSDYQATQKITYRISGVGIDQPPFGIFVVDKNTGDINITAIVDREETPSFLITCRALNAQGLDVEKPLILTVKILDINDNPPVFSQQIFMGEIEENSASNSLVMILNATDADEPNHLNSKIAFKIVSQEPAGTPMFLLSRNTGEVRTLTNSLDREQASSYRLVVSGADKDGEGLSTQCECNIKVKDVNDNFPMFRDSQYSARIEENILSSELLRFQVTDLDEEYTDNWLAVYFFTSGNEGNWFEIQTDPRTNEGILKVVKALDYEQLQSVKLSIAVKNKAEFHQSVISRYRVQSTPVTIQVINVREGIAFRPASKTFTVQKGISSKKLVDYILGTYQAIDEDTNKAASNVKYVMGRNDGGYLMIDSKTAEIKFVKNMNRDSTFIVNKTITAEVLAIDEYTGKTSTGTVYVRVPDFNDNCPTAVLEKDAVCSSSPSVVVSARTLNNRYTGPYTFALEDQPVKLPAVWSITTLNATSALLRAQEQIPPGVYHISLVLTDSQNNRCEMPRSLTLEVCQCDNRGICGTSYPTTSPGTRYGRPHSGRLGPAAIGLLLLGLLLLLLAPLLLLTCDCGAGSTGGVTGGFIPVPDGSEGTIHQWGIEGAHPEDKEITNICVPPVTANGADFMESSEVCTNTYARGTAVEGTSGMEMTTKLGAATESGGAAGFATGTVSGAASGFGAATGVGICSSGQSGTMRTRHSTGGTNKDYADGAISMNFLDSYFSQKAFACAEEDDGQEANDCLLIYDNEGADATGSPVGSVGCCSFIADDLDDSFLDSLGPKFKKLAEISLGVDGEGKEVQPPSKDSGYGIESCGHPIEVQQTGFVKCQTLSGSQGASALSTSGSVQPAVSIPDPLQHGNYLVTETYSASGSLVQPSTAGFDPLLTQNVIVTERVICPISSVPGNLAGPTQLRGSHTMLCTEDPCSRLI
LANA DNA inh – blocks KSHV LANA C-terminal domain binding to DNA. inhibition, % at 9 µM. 0.078% of 340,000 active. MBP-C-LANA/FAM-LBS DNA binding, fluorescence polarization;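 active = highest replicate inhibition at or above 60% at 9 µM, even if other replicates fall short; inactive = all replicates below 60% inhibition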;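 also: 0% = neutral control wells and 100% = 4 µM acridine orange control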
Keap1-Nrf2 PPI – inhibitors of human Keap1-Nrf2 protein-protein interaction | Q14145 | Keap1 Kelch-Nrf2 peptide fluorescence polarization, 1536-well | inhibition, % at 9.4 µM | 0.15% of 340,000 active; in the data active = inhibition above about 12%;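 also: human Keap1 Kelch domain with fluorescein labeled Nrf2 9mer peptide probe; 0% = neutral control wells and 100% = peptide positive control; higher means more block of Keap1 binding to Nrf2 peptide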
MOR-DOR ag – OPRM1-OPRD1 heterodimerization agonism. P35372+P41143. activation, % at 9.3 µM. 0.3% of 340,000 active. cells, luminescence; in the data active = activation above about 18%;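 also: 0% = vehicle-treated cells and 100% = reference agonist; values of inactives mirror those of a sister screen read the other way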
MOR-DOR inv ag – inverse agonist of human OPRM1-OPRD1 heterodimerization. P35372+P41143. cell-based MOR-DOR heterodimer luminescence, inverse agonism. inhibition, % at 9.3 µM. 0.21% of 340,000 active; in the data active = inhibition above about 22%, passing the limit was not always enough;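 also: 0% = cells with DMSO and 100% = wells without cells with DMSO; values of inactives mirror those of a sister screen read the other way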
The depositor's hits bear a star. No enrichment for hits; any-hit rate near 3.1%.

How did CN(C)c1ccc(NC(=O)Nc2ccc3c(c2)nnn3C)cc1 do in these assays?
Wnt act: 11; Arr AP2 block: 8; RTF Ca sens inh: -7; V-ATPase pH: -1; RTF Ca sens act: 3; Pemphigus Ab inh: 115; LANA DNA inh: -1.8; Keap1-Nrf2 PPI: -2; MOR-DOR ag: -1.3; MOR-DOR inv ag: 7

Results for CCOC(=O)C1CCCN(C(=O)C(C)(C)Oc2ccc(Cl)cc2)C1 (centres undefined) ?
Wnt act: -5; Arr AP2 block: 2; RTF Ca sens inh: 6; V-ATPase pH: 1; RTF Ca sens act: -4; Pemphigus Ab inh: 115; LANA DNA inh: -1.4; Keap1-Nrf2 PPI: -4; MOR-DOR ag: 2.7; MOR-DOR inv ag: -13

What do the screens show for `CC(NC(=O)CN1CCN(c2ncccn2)CC1)c1ccc(F)cc1` (centres undefined)?
Arr AP2 block: 2; RTF Ca sens inh: -1; V-ATPase pH: 3; RTF Ca sens act: 7; Pemphigus Ab inh: 76; LANA DNA inh: -1.6; Keap1-Nrf2 PPI: -4; MOR-DOR ag: -1.7; MOR-DOR inv ag: 10

Results for CCOc1ccc(S(=O)(=O)N2CCCCC2)cc1NC(=O)c1cccnc1OCC ?
Wnt act: 0; Arr AP2 block: 14; RTF Ca sens inh: -7; V-ATPase pH: -1; RTF Ca sens act: 0; Pemphigus Ab inh: 104; LANA DNA inh: 0.1; Keap1-Nrf2 PPI: -3; MOR-DOR ag: -3.1; MOR-DOR inv ag: 12

What do the screens show for `COc1ccc(/C=C/C(=O)NC(=S)Nc2ccc(S(=O)(=O)Nc3nccnc3OC)cc2)cc1`?
Wnt act: 12; Arr AP2 block: 26; RTF Ca sens inh: 7; V-ATPase pH: 0; RTF Ca sens act: -5; Pemphigus Ab inh: 109; LANA DNA inh: 1.0; Keap1-Nrf2 PPI: 2; MOR-DOR ag: -1.8; MOR-DOR inv ag: 10

How did CCCc1c(O)nc(SCc2ccccc2)[nH]c1=O do in these assays?
Wnt act: -2; Arr AP2 block: -1; RTF Ca sens inh: -6; V-ATPase pH: 1; RTF Ca sens act: 4; LANA DNA inh: 1.5; Keap1-Nrf2 PPI: 5; MOR-DOR ag: -2.2; MOR-DOR inv ag: 13

What do the screens show for `CNC(=S)NCCc1c[nH]c2ccc(OC)cc12`?
Wnt act: -1; Arr AP2 block: 20; RTF Ca sens inh: -2; V-ATPase pH: 5; RTF Ca sens act: -2; Pemphigus Ab inh: 101; LANA DNA inh: 8.1; Keap1-Nrf2 PPI: -3; MOR-DOR ag: -2.5; MOR-DOR inv ag: 12

How did CSC1=NCCN1C(=O)c1ccc(S(=O)(=O)N2CCCCC2)cc1 do in these assays?
Wnt act: -4; Arr AP2 block: 8; RTF Ca sens inh: -6; V-ATPase pH: -1; RTF Ca sens act: 0; LANA DNA inh: 0.3; Keap1-Nrf2 PPI: 0; MOR-DOR ag: -0.7; MOR-DOR inv ag: 4

Results for CN=Cc1nc(-c2ccccc2)oc1O ?
Arr AP2 block: 26; RTF Ca sens inh: 6; V-ATPase pH: 0; RTF Ca sens act: -3; Pemphigus Ab inh: 107; LANA DNA inh: 0.2; Keap1-Nrf2 PPI: 0; MOR-DOR ag: -2.7; MOR-DOR inv ag: 11

How did COc1ccc(/C(C)=N/NC(=O)CNC(=O)/C=C\c2ccccc2OC)c(OC)c1 do in these assays?
Wnt act: 1; Arr AP2 block: -1; RTF Ca sens inh: 5; V-ATPase pH: 1; RTF Ca sens act: -6; Pemphigus Ab inh: 94; LANA DNA inh: 0.8; Keap1-Nrf2 PPI: 0; MOR-DOR ag: -3.1; MOR-DOR inv ag: 17

How did CC(O)CC(C(=O)NNc1ccccc1)C(=O)NNc1ccccc1 (centres undefined) do in these assays?
Wnt act: 0; Arr AP2 block: 3; RTF Ca sens inh: 2; V-ATPase pH: 0; RTF Ca sens act: 6; Pemphigus Ab inh: 98; LANA DNA inh: 0.4; Keap1-Nrf2 PPI: -3; MOR-DOR ag: -2.9; MOR-DOR inv ag: 17

What do the screens show for `CC(Nc1ccnc2cc(Cl)ccc12)c1ccc(S(N)(=O)=O)cc1` (centres undefined)?
Wnt act: -1; Arr AP2 block: 17; RTF Ca sens inh: -9; V-ATPase pH: 1; RTF Ca sens act: -3; Pemphigus Ab inh: 106; LANA DNA inh: -1.5; Keap1-Nrf2 PPI: 4; MOR-DOR ag: 3.1; MOR-DOR inv ag: -19

Results for CSc1ccccc1COC(=O)Nc1ccccc1C ?
Wnt act: -1; Arr AP2 block: 3; RTF Ca sens inh: -9; V-ATPase pH: 2; RTF Ca sens act: 9; Pemphigus Ab inh: 103; LANA DNA inh: -0.4; Keap1-Nrf2 PPI: -6; MOR-DOR ag: -1.5; MOR-DOR inv ag: 8

Results for NC(=S)NC1CC2CC1C1C=CCC21 (centres undefined) ?
Wnt act: 5; Arr AP2 block: -14; RTF Ca sens inh: 6; V-ATPase pH: 2; RTF Ca sens act: -6; Pemphigus Ab inh: 113; LANA DNA inh: -0.7; Keap1-Nrf2 PPI: -5; MOR-DOR ag: -3.3; MOR-DOR inv ag: 16

Results for CC1CCN(c2ccccc2NC(=O)c2ccc(Br)o2)CC1 ?
Wnt act: -1; Arr AP2 block: 4; RTF Ca sens inh: -7; V-ATPase pH: 3; RTF Ca sens act: 0; Pemphigus Ab inh: 103; LANA DNA inh: 1.2; Keap1-Nrf2 PPI: -3; MOR-DOR ag: 0.0; MOR-DOR inv ag: 0

Results for O=C(COc1ccc2ccc(=O)oc2c1)Nc1ccc2c(c1)OCCO2 ?
Arr AP2 block: -6; RTF Ca sens inh: -11; V-ATPase pH: -4; RTF Ca sens act: 3; Pemphigus Ab inh: 104; LANA DNA inh: -0.2; Keap1-Nrf2 PPI: -3; MOR-DOR ag: -0.2; MOR-DOR inv ag: 1

What do the screens show for `Cc1ccc(/C(O)=C2/C(=O)C(=O)N(CC(=O)O)C2c2ccc([N+](=O)[O-])cc2)cc1` (centres undefined)?
Wnt act: 0; Arr AP2 block: 13; RTF Ca sens inh: -2; V-ATPase pH: -2; RTF Ca sens act: 3; Pemphigus Ab inh: 106; LANA DNA inh: 2.7; Keap1-Nrf2 PPI: 0; MOR-DOR ag: -2.7; MOR-DOR inv ag: 12

Results for Cc1noc(C)c1S(=O)(=O)N1CCCC(C(=O)Nc2cccnc2)C1 (centres undefined) ?
Arr AP2 block: 9; RTF Ca sens inh: 9; V-ATPase pH: 7; RTF Ca sens act: 2; Pemphigus Ab inh: 103; LANA DNA inh: -0.8; Keap1-Nrf2 PPI: -3; MOR-DOR ag: -2.6; MOR-DOR inv ag: 14

What do the screens show for `COCCCNC(=O)CCc1c(C)nc2c(c(C)nn2-c2ccccc2)c1C`?
Wnt act: -2; Arr AP2 block: 31; RTF Ca sens inh: 0; V-ATPase pH: -1; RTF Ca sens act: -1; Pemphigus Ab inh: 90; LANA DNA inh: 0.7; Keap1-Nrf2 PPI: -3; MOR-DOR ag: -0.9; MOR-DOR inv ag: 5

Results for Nc1ccc(S(=O)(=O)c2ccc(Cl)cc2)cc1 ?
Wnt act: -2; Arr AP2 block: -5; RTF Ca sens inh: -1; V-ATPase pH: 3; RTF Ca sens act: -7; Pemphigus Ab inh: 103; LANA DNA inh: 0.3; Keap1-Nrf2 PPI: -2; MOR-DOR ag: -1.7; MOR-DOR inv ag: 9

What do the screens show for `CCOc1ccc(C(=O)OCCCN(C)C)cc1`?
Arr AP2 block: 3; RTF Ca sens inh: 1; V-ATPase pH: 0; RTF Ca sens act: -2; Pemphigus Ab inh: 99; LANA DNA inh: -0.1; Keap1-Nrf2 PPI: -3; MOR-DOR ag: -0.8; MOR-DOR inv ag: 5

Results for CC1=CC(=O)N(c2ccc(C)cc2)C1c1ccc(Cl)cc1 (centres undefined) ?
Arr AP2 block: 40; RTF Ca sens inh: -3; V-ATPase pH: -1; RTF Ca sens act: 2; Pemphigus Ab inh: 99; LANA DNA inh: -0.8; Keap1-Nrf2 PPI: 1; MOR-DOR ag: 0.0; MOR-DOR inv ag: 0

How did CCCS(=O)(=O)N1CCN(C2Cc3ccccc3C2)CC1 do in these assays?
Wnt act: 3; Arr AP2 block: -2; RTF Ca sens inh: -2; V-ATPase pH: -2; RTF Ca sens act: -2; Pemphigus Ab inh: 100; LANA DNA inh: -1.3; Keap1-Nrf2 PPI: -2; MOR-DOR ag: -1.3; MOR-DOR inv ag: 7

Results for O=C(NC1CCCCC1)N1CCNCC1 ?
Wnt act: 1; Arr AP2 block: 6; RTF Ca sens inh: -3; V-ATPase pH: -3; RTF Ca sens act: -2; Pemphigus Ab inh: 100; LANA DNA inh: 0.6; Keap1-Nrf2 PPI: 3; MOR-DOR ag: -2.4; MOR-DOR inv ag: 11

What do the screens show for `C=C(C)c1cccc(C(C)(C)NC(=O)NCCCn2ccnc2)c1`?
Wnt act: -1; Arr AP2 block: -7; RTF Ca sens inh: 1; V-ATPase pH: 2; RTF Ca sens act: -4; Pemphigus Ab inh: 77; LANA DNA inh: 0.7; Keap1-Nrf2 PPI: -1; MOR-DOR ag: 0.7; MOR-DOR inv ag: -4

What do the screens show for `O=C(CCCOc1ccccc1)N1CCN(S(=O)(=O)c2cccc(F)c2)CC1`?
Wnt act: -1; Arr AP2 block: 14; RTF Ca sens inh: -11; V-ATPase pH: 1; RTF Ca sens act: -1; Pemphigus Ab inh: 98; LANA DNA inh: -3.3; Keap1-Nrf2 PPI: 0; MOR-DOR ag: -2.6; MOR-DOR inv ag: 14

How did Cc1ccc(/C=C/C(=O)OCC(=O)Nc2ccccc2Sc2ccccc2)cc1 do in these assays?
Wnt act: 2; Arr AP2 block: 15; RTF Ca sens inh: -2; V-ATPase pH: 7; RTF Ca sens act: 4; Pemphigus Ab inh: 125; LANA DNA inh: 1.4; Keap1-Nrf2 PPI: -4; MOR-DOR ag: -0.7; MOR-DOR inv ag: 4

What do the screens show for `Cc1ccc(C)c(NC(=O)CN(C)C(=O)Cc2coc3cc(C)c(C)cc23)c1`?
Arr AP2 block: 9; RTF Ca sens inh: -8; V-ATPase pH: 3; RTF Ca sens act: -7; Pemphigus Ab inh: 100; LANA DNA inh: 1.6; Keap1-Nrf2 PPI: 0; MOR-DOR ag: 0.4; MOR-DOR inv ag: -2

Three compounds from above, sorted by SMILES length, ascending.
Results for CSc1ccccc1COC(=O)Nc1ccccc1C ?
Wnt act: -1; Arr AP2 block: 3; RTF Ca sens inh: -9; V-ATPase pH: 2; RTF Ca sens act: 9; Pemphigus Ab inh: 103; LANA DNA inh: -0.4; Keap1-Nrf2 PPI: -6; MOR-DOR ag: -1.5; MOR-DOR inv ag: 8

How did CCCc1c(O)nc(SCc2ccccc2)[nH]c1=O do in these assays?
Wnt act: -2; Arr AP2 block: -1; RTF Ca sens inh: -6; V-ATPase pH: 1; RTF Ca sens act: 4; LANA DNA inh: 1.5; Keap1-Nrf2 PPI: 5; MOR-DOR ag: -2.2; MOR-DOR inv ag: 13

What do the screens show for `CC(NC(=O)CN1CCN(c2ncccn2)CC1)c1ccc(F)cc1` (centres undefined)?
Arr AP2 block: 2; RTF Ca sens inh: -1; V-ATPase pH: 3; RTF Ca sens act: 7; Pemphigus Ab inh: 76; LANA DNA inh: -1.6; Keap1-Nrf2 PPI: -4; MOR-DOR ag: -1.7; MOR-DOR inv ag: 10
